aSyn rescue – qHTS of alpha-syn Inhibitors; Yeast expressing alpha-synuclein, growth rescue, BacTiter-Glo, 24 h; Potency, µM (highest dose often 46.1 µM), without a hit: at the highest dose growth rescue (activation), actives largely listed as activators; 370,000 tested, 0.14% active; AID 652106, 2013; also: % of control where 0% means no effect; nearly all actives have a fitted effect of over 65% in size
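Screening used galactose-induced yeast with toxic alpha-synuclein levels, exposed to compound for 24 hr at 30 deg C. Cell growth, read with BacTiter-Glo luminescence, gave the measured signal.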
EPAC2 ag – qHTS for Agonist of cAMP-regulated guanine nucleotide exchange factor 4 (EPAC2): primary screen; EPAC2 activation, biochemical qHTS; response scale: 100% = 6.5 mM cAMP response; Potency, µM (highest dose often 154 µM), for the others: at the highest dose activation, usual class: activators; 360,000 tested, 0.079% active; AID 720711, 2013; Rap guanine nucleotide exchange factor 4 (Homo sapiens), Q8WZA2; also: nearly all actives have a fitted effect of over 50% in size
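Compounds were titrated in qHTS against a Rap1B-BODIPY-GDP (250 nM) complex with EPAC2 (100 nM) and GDP (50 uM). BODIPY-GDP release tracked at 480/540 nm over 30 min at room temperature, normalized to 6.5 mM cAMP.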
EPAC1 antagonist – qHTS for Antagonist of cAMP-regulated guanine nucleotide exchange factor 3 (EPAC1): primary screen | Rap guanine nucleotide exchange factor 3 (Homo sapiens), O95398 | EPAC1 GEF assay, Rap1b-BODIPY-GDP exchange fluorescence | 360,000 tested, 0.14% active | AID 720709, 2013 | Potency, µM (doses to about 115 µM), for the others: top-dose activity change, negative = inhibition, usual class: inhibitors;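 also: plate controls were vehicle for no effect and positive control for full effect; nearly all actives have a fitted effect of over 50% in size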
Target sequence (O95398 whole entry, looked up): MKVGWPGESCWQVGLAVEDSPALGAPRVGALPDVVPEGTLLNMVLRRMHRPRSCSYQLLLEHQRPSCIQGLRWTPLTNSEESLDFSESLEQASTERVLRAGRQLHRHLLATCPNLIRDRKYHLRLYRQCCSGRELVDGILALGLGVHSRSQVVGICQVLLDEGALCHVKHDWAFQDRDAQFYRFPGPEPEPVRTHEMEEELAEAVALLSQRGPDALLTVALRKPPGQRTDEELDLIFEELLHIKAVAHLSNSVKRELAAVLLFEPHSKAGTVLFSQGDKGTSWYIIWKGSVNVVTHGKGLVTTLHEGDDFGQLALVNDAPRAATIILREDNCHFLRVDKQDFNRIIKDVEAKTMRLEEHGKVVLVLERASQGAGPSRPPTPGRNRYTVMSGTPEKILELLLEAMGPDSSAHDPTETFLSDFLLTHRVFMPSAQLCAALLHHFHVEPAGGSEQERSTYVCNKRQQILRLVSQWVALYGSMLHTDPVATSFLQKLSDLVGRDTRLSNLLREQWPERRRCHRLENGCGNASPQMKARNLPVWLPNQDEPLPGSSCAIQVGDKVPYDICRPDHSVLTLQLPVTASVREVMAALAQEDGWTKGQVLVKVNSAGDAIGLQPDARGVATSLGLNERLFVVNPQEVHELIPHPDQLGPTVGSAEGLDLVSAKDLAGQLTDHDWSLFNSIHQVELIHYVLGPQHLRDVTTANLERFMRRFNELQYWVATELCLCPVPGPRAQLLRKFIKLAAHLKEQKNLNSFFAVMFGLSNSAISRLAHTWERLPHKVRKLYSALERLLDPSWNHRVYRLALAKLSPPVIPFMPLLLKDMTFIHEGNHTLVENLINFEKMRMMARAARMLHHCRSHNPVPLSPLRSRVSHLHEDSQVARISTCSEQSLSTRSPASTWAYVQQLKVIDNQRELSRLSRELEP
EPAC1 ag – qHTS for Agonist of cAMP-regulated guanine nucleotide exchange factor 3 (EPAC1): primary screen | Rap guanine nucleotide exchange factor 3 (Homo sapiens), O95398 | 360,000 tested, 0.073% active | Potency, µM (series often up to 154 µM), for the others: at the top dose activation, hits mostly activators | EPAC1 agonist qHTS, biochemical assay; response scale: 100% = response to 6.5 mM cAMP; also: nearly all actives have a fitted effect of over 60% in size
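Normalized to 6.5 mM cAMP, activity reflects EPAC1-catalysed release of BODIPY-GDP from Rap1B, followed kinetically over 30 min at 480 nm excitation, 540 nm emission. Reaction contained 100 nM EPAC1, 250 nM Rap1B-BODIPY-GDP, 50 uM GDP.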
FUS suppressor – qHTS for Suppressors of FUS Proteinopathy: Primary screen using FUS-linked yeast assay | S. cerevisiae FUS-expressing, growth rescue, OD600, 24 h | Potency, µM (titrated, usually from 76.6 µM), without a hit: at the top dose growth rescue (activation), usual class: activators | 390,000 tested, 0.24% active | AID 1347120, 2019;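 also: plate controls were DMSO vehicle for no effect and reference control for full effect; nearly all actives have a fitted effect of over 55% in size; some results filed as inactive show a strong effect at the top dose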
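Yeast expressing FUS under galactose induction, OD 0.005 in 2% galactose medium; compounds in a dilution series, 24 h at 30C. Growth rescue by absorbance at 600 nm; CP55940 positive control, DMSO negative.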
TDP-43 yeast inh – qHTS of TDP-43 Inhibitors | Potency, µM (doses to about 46.1 µM), for inactives: at the highest dose growth rescue (activation), most hits filed as activators | TDP-43 expressing yeast growth rescue, BacTiter-Glo, 24 h | 410,000 tested, 1.8% active; also: % of control where 0% means no effect; nearly all actives have a fitted effect of over 50% in size
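Readout is BacTiter-Glo luminescence of cell growth, so inhibitors register as activators. TDP-43-expressing yeast at OD600=0.02 in galactose medium, after raffinose pregrowth to mid-log, were incubated with compound for 24 hr at 30 deg C.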
PTHR1 ag – qHTS for PTHR1 Agonists: Primary Screen; Potency, µM (titrated, usually from 115 µM), for inactives: at the highest dose activation, hits mostly activators; 410,000 tested, 0.075% active; Parathyroid hormone/parathyroid hormone-related peptide receptor (Homo sapiens), Q03431; HEK293 GP2 PTHR1 cells, GloSensor cAMP luminescence, 1 h; also: nearly all actives have a fitted effect of over 55% in size; some results filed as inactive show a strong effect at the top dose; inactives centre near -15; many of its hits are not listed in these tables
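HEK-293-derived GP2 cells expressing PTHR1 and a GloSensor cAMP reporter, 3,000/well, plated overnight, given luciferin plus IBMX (each 0.5 mM as added) for 1 h at 37 °C, then compound for 1 h at 37 °C. Luminescence was read after 15 min at room temperature.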
EPAC2 antagonist – qHTS for Antagonist of cAMP-regulated guanine nucleotide exchange factor 2 (EPAC2): primary screen; Rap guanine nucleotide exchange factor 4 (Homo sapiens), Q8WZA2; EPAC2 GEF exchange of Rap1B-BODIPY-GDP, fluorescence; Potency, µM (titrated, usually from 114 µM), for the others: at the highest dose activity, negative = inhibition, usual class: inhibitors; 360,000 tested, 0.18% active; also: % is scaled to controls: 0 for no effect and ±100 for the full control effect; nearly all actives have a fitted effect of over 45% in size; many of its hits are not listed in these tables
* hit, by the source's call; [ ] = dose if it differs, or a comment. Calls follow the shape of the dose curve; as a rule, active = well fitted curve in the direction sought with a large enough effect; inconclusive = small, poorly fitted or top-dose-only effect, or another doubt; inactive = no such curve, though single readings can be large; an effect the other way counts as inactive or inconclusive. Potency is read from the fitted curve at half-maximal effect.

Screening Cc1nc2ccccc2c(=O)n1NC(=O)c1cccnc1Cl returned aSyn rescue -1%, EPAC2 ag 12%, EPAC1 antagonist 1%, EPAC1 ag 13%, FUS suppressor -4%, TDP-43 yeast inh 4%[9.22 µM], PTHR1 ag -7% and EPAC2 antagonist 10%.
CCOc1ccc(C(=O)Cn2cnc3ccccc3c2=O)cc1 was read as aSyn rescue 0%, EPAC2 ag 14%, EPAC1 antagonist 0%, EPAC1 ag 8%, FUS suppressor 18%, TDP-43 yeast inh -46%[inhibitor], PTHR1 ag -17% and EPAC2 antagonist 1%.
Screening O=C(C[C@@H]1CC[C@H](NS(=O)(=O)c2ccccc2F)[C@@H](CO)O1)NCCCN1CCOCC1 returned aSyn rescue -15%, EPAC2 ag 7%, EPAC1 antagonist 8%, EPAC1 ag 2%, FUS suppressor -15%, TDP-43 yeast inh 20%, PTHR1 ag inactive and EPAC2 antagonist 3%.
For CCN(CC)CCCNC(=O)CN1C(=O)CSc2ccc(S(=O)(=O)N3CCOCC3)cc21 the results were aSyn rescue 0%, EPAC2 ag 7%, EPAC1 antagonist 14%, EPAC1 ag 9%, FUS suppressor 7%, TDP-43 yeast inh 9%, PTHR1 ag -3% and EPAC2 antagonist 8%.
Screening CCNc1nc(NCC)nc(SCC(C)=O)n1 returned aSyn rescue 2%, EPAC2 ag -3%, EPAC1 antagonist 4%, EPAC1 ag -14%, FUS suppressor 12%, TDP-43 yeast inh -24%, PTHR1 ag inactive and EPAC2 antagonist 12%.
For COC(=O)CN1C(=O)C(C)(C)Oc2ccc(C(=O)NC3CCCC3)cc21 the results were aSyn rescue 1%, EPAC2 ag 10%, EPAC1 antagonist -17%, EPAC1 ag 8%, FUS suppressor 14%, TDP-43 yeast inh 7%, PTHR1 ag inactive and EPAC2 antagonist 5%.
For CC/C(=C\c1ccc(N(C)C)cc1)c1ccncc1 the results were aSyn rescue -4%, EPAC2 ag 3%, EPAC1 antagonist -15%, EPAC1 ag 6%, TDP-43 yeast inh 8%, PTHR1 ag -5% and EPAC2 antagonist -4%.
`CCC(C)(C)NC(=O)C1CCN(S(=O)(=O)c2cccs2)CC1` gave aSyn rescue 1%, EPAC2 ag 12%, EPAC1 antagonist 3%, EPAC1 ag 8%, FUS suppressor -1%, TDP-43 yeast inh -12%, PTHR1 ag inactive and EPAC2 antagonist 4%.
For O=C(O)c1ccc(O)c(O)c1 the results were aSyn rescue 3%, EPAC2 ag 6%, EPAC1 antagonist 3%, EPAC1 ag -33%[inhibitor], FUS suppressor -14%, TDP-43 yeast inh 12%, PTHR1 ag -5% and EPAC2 antagonist 9%.
`Cc1cccc(NC(=S)N(CCN(C)C)Cc2cc3cc(C)cc(C)c3[nH]c2=O)c1` gave aSyn rescue -4%, EPAC2 ag -2%, EPAC1 antagonist -2%, EPAC1 ag -4%, FUS suppressor 3%, TDP-43 yeast inh -7%, PTHR1 ag inactive and EPAC2 antagonist 5%.

A run of entries from the list above:
CCOc1ccc(C(=O)Cn2cnc3ccccc3c2=O)cc1 was read as aSyn rescue 0%, EPAC2 ag 14%, EPAC1 antagonist 0%, EPAC1 ag 8%, FUS suppressor 18%, TDP-43 yeast inh -46%[inhibitor], PTHR1 ag -17% and EPAC2 antagonist 1%.
Screening O=C(C[C@@H]1CC[C@H](NS(=O)(=O)c2ccccc2F)[C@@H](CO)O1)NCCCN1CCOCC1 returned aSyn rescue -15%, EPAC2 ag 7%, EPAC1 antagonist 8%, EPAC1 ag 2%, FUS suppressor -15%, TDP-43 yeast inh 20%, PTHR1 ag inactive and EPAC2 antagonist 3%.
For CCN(CC)CCCNC(=O)CN1C(=O)CSc2ccc(S(=O)(=O)N3CCOCC3)cc21 the results were aSyn rescue 0%, EPAC2 ag 7%, EPAC1 antagonist 14%, EPAC1 ag 9%, FUS suppressor 7%, TDP-43 yeast inh 9%, PTHR1 ag -3% and EPAC2 antagonist 8%.
Screening CCNc1nc(NCC)nc(SCC(C)=O)n1 returned aSyn rescue 2%, EPAC2 ag -3%, EPAC1 antagonist 4%, EPAC1 ag -14%, FUS suppressor 12%, TDP-43 yeast inh -24%, PTHR1 ag inactive and EPAC2 antagonist 12%.

Other compounds follow.
`COc1ccc(C2C(Oc3ccccc3C)C(=O)N2Cc2ccc(F)cc2)cc1OC` (configuration not stated) gave aSyn rescue -1%, EPAC2 ag 0%[15.6 µM], EPAC1 antagonist -13%, EPAC1 ag -11%, FUS suppressor 17%, TDP-43 yeast inh -8%, PTHR1 ag -5%[57.5 µM] and EPAC2 antagonist -12%.
For COCCCN1C(=O)C(CC(=O)NCc2cccc3ccccc23)CC(C(=O)N2CCOCC2)=C1C (configuration not stated) the results were aSyn rescue 2%, EPAC2 ag 10%, EPAC1 antagonist -13%, EPAC1 ag 8%, FUS suppressor -2%, TDP-43 yeast inh 23%, PTHR1 ag -2% and EPAC2 antagonist 5%.
`CCn1c(C)cc2c(c1=O)C(c1ccccc1)C(C(=O)OC)=C(N)O2` (configuration not stated) gave aSyn rescue -1%, EPAC2 ag 3%, EPAC1 antagonist 1%, EPAC1 ag -7%, FUS suppressor 10%, TDP-43 yeast inh -7%, PTHR1 ag -20%[57.5 µM] and EPAC2 antagonist 1%.
For CCN(Cc1ccc(O)cc1)CC1CCCN(CCc2cccc(F)c2)C1 (configuration not stated) the results were aSyn rescue -1%, EPAC2 ag 1%, EPAC1 antagonist -5%, EPAC1 ag -2%, FUS suppressor -15%, TDP-43 yeast inh 16%, PTHR1 ag -2% and EPAC2 antagonist 5%.
Screening O=C(COC(=O)c1cccc(S(=O)(=O)N2CCCCCC2)c1)Nc1ccccc1C(F)(F)F returned aSyn rescue -1%, EPAC2 ag -1%, EPAC1 antagonist -8%, EPAC1 ag 11%, FUS suppressor -6%, TDP-43 yeast inh 2%, PTHR1 ag inactive and EPAC2 antagonist -9%.
For O=C(Nc1ccsc1C(=O)O)c1ccc(Cl)cc1 the results were aSyn rescue -10%, EPAC2 ag 4%, EPAC1 antagonist 1%, EPAC1 ag 1%, FUS suppressor -3%, TDP-43 yeast inh 17%, PTHR1 ag -21% and EPAC2 antagonist 6%.
Cc1cc(C)cc(N2CC(C(=O)O)CC2=O)c1 (configuration not stated) was read as aSyn rescue -1%, EPAC2 ag 7%, EPAC1 antagonist 0%, EPAC1 ag 8%, FUS suppressor 3%, TDP-43 yeast inh 5%, PTHR1 ag inactive and EPAC2 antagonist 2%.
Screening Cc1ccc(C(C(=O)Nc2ccc3c(c2)OCO3)N(C)C(=O)Cc2c[nH]c3ccccc23)cc1 (configuration not stated) returned aSyn rescue 12%, EPAC2 ag 9%, EPAC1 antagonist inconclusive, EPAC1 ag 8%, FUS suppressor 62%, TDP-43 yeast inh -16%, PTHR1 ag -9% and EPAC2 antagonist -23%.
`CC(C#Cc1ccc2c(c1)COc1c3ccccc3nn1-2)OC(C)(C)C` (configuration not stated) gave aSyn rescue -5%, EPAC2 ag -4%, EPAC1 antagonist 4%, EPAC1 ag 0%, FUS suppressor 2%, TDP-43 yeast inh -1%, PTHR1 ag -19% and EPAC2 antagonist -17%.
`CC(C)(CN1CCCC1)NS(=O)(=O)c1ccccc1` gave aSyn rescue -6%, EPAC2 ag 14%, EPAC1 antagonist 6%, EPAC1 ag -2%, FUS suppressor -26%, TDP-43 yeast inh -3%, PTHR1 ag inactive and EPAC2 antagonist -2%.
For Cc1ccccc1NC(=O)c1ccccc1 the results were aSyn rescue -2%, EPAC2 ag 7%, EPAC1 antagonist 7%, EPAC1 ag -1%, FUS suppressor 19%, TDP-43 yeast inh 17%, PTHR1 ag inactive and EPAC2 antagonist 19%.
CCn1c(-c2nonc2NC(=O)c2ccccc2)nc2ccccc21 was read as aSyn rescue -2%, EPAC2 ag 12%, EPAC1 antagonist -3%, EPAC1 ag -12%, FUS suppressor inconclusive, TDP-43 yeast inh -40%[inhibitor], PTHR1 ag -9% and EPAC2 antagonist 23%.
CCCCN(CCCC)C(=O)c1cc2ccccc2c(=O)o1 was read as aSyn rescue -2%, EPAC2 ag -12%, EPAC1 antagonist 1%, EPAC1 ag 4%, TDP-43 yeast inh 24%, PTHR1 ag -13% and EPAC2 antagonist 12%.
Cc1ccc(CC(=O)OCC(=O)NC2CCCC(C)C2C)cc1C (configuration not stated) was read as aSyn rescue 7%, EPAC2 ag -14%, EPAC1 antagonist -16%, EPAC1 ag -8%, FUS suppressor 45%, TDP-43 yeast inh 1%, PTHR1 ag 16%[57.5 µM] and EPAC2 antagonist -14%.
`CCOc1ccc(NS(=O)(=O)c2c(C)nc3sccn3c2=O)cc1` gave aSyn rescue 5%, EPAC2 ag 5%, EPAC1 antagonist -2%, EPAC1 ag -6%, FUS suppressor -18%, TDP-43 yeast inh inconclusive, PTHR1 ag -2% and EPAC2 antagonist 6%.
`O=C(COC(=O)c1ccc2c(c1)C(=O)N(c1cccc3ncccc13)C2=O)c1ccc(Cl)cc1` gave aSyn rescue -5%, EPAC2 ag -7%, EPAC1 antagonist 8%, EPAC1 ag -8%, FUS suppressor 3%, TDP-43 yeast inh 0%[0.397 µM], PTHR1 ag -7% and EPAC2 antagonist -28%.
Screening CN(C)S(=O)(=O)n1cnc([C@@H]2[C@@H]3C(=O)OC[C@@H]3C[C@]23N=CN(Cc2ccccc2)C3=O)c1 returned aSyn rescue -7%, EPAC2 ag 7%, EPAC1 antagonist 1%, EPAC1 ag 0%, FUS suppressor -11%, TDP-43 yeast inh 17%, PTHR1 ag -22% and EPAC2 antagonist 8%.

Source: PubChem

Only part of the results is shown (hit frequency here may not be typical).
